SR-BI HDL uptake: blocks mouse SR-BI lipid uptake from DiI-HDL | inhibition, % at 12.5 µM | Q61009 | ldlA[mSR-BI] CHO cells, DiI-HDL uptake fluorescence, 3 h | hit rate 0.96% among 320,000;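 active = mean replicate inhibition of at least 70% and a set share of replicates each scoring 70 or more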;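 also: 0% = median of neutral control wells and 100% = median of positive control wells; values of inactives mirror those of a sister screen read the other way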
Target sequence (Q61009 whole entry, looked up): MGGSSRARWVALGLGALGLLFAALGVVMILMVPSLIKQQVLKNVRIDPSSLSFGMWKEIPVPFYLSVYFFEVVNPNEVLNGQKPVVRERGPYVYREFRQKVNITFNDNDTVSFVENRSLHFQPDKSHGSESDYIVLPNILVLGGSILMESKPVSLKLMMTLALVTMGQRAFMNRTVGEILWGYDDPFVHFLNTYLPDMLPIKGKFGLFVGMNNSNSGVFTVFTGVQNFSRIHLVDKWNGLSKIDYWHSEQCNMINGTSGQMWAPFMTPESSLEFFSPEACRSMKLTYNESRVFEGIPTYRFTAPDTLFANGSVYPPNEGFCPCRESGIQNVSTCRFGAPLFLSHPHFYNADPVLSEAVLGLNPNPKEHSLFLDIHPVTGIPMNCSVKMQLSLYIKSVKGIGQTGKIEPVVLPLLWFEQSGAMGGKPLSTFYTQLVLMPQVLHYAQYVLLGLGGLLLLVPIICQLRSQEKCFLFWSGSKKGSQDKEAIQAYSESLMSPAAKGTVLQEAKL
HTR5A ag ctr: activates human HTR5A in OPRM1-OPRD1 agonist counter-screen; P47898; HTR5A agonist assay, luminescence, cell-based; activation, % at 9.3 µM; hit rate 0.61% among 340,000; AID 504692; in the data active = activation mostly above about 9.5%, no sharp cut-off; inactive = mostly below about 7.6%;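 also: 0% = cells with vehicle only and 100% = reference agonist; strong numbers were not always called active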
Target sequence (P47898 whole entry, looked up): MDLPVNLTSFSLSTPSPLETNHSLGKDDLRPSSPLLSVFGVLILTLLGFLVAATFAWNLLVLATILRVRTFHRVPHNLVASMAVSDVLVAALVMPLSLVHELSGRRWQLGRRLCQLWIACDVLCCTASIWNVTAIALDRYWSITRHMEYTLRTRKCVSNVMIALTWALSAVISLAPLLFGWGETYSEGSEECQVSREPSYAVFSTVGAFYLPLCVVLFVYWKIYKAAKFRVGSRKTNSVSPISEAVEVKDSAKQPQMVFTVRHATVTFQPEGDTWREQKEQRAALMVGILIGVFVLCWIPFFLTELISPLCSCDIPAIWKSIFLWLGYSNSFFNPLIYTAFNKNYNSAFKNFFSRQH
Rtt109 Vps75: inhibitors of Candida albicans Rtt109/Vps75 histone acetyltransferase; Q5AAJ8; purified Rtt109/Vps75, ThioGlo CoA-SH fluorescence, 4 h; inhibition, % at 34.9 µM; hit rate 0.16% among 330,000; AID 540336;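 active = inhibition of at least 50% in every replicate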
MITF TRPM1 HTS: activators of MITF-driven TRPM1 promoter activity in SK-MEL-5 cells | AID 588334 | hit rate 0.75% among 300,000 | SK-MEL-5 TRPM1-promoter luciferase, 24 h; % of positive control, neutral wells = 0 | activation, % at 12.5 µM;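 active = mean activation of at least 80% with every replicate also reaching 80%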;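 also: 0% = neutral control wells and 100% = parthenolide positive control wells; values of inactives mirror those of a sister screen read the other way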
dFosB act: activators of mouse delta FosB homodimer; P13346; purified delta FosB, TAMRA-CDK5 oligo fluorescence polarization; percent of positive-control signal above neutral wells; activation, % at 25 µM; hit rate 0.99% among 340,000; AID 493131;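 active = mean activation above about 17%, with every replicate also reaching it, limit read from the data, passing the limit was not always enough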;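 also: fluorescence polarization rise as delta FosB binds a TAMRA Cdk5 AP-1 oligo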
PvdQ acylase: blocks Pseudomonas aeruginosa PvdQ acylase activity | purified PvdQ acylase, fluorescence plate reader | inhibition, % at 10 µM | hit rate 0.063% among 340,000 | AID 488965; in the data active = inhibition above about 30%, passing the limit was not always enough;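 also: 0% = vehicle neutral wells and 100% = reference inhibitor wells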
Wnt act: Wnt/beta-catenin pathway activation | activation, % at 9.35 µM | AID 743398 | hit rate 1.2% among 300,000 | Wnt/beta-catenin reporter cell assay, activator, plate reader; in the data active = activation above about 30%, passing the limit was not always enough;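 also: 0% = neutral control wells and 100% = positive control wells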
RTF Ca sens act: increases calcium sensitivity of human cardiac regulated thin filaments; activation, % at 7.2 µM; hit rate 0.24% among 340,000; IANBD-labeled TnC RTF fluorescence at EC20 calcium; 0% EC20 calcium, 100% full calcium; P19429+P45379;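 active = activation above the mean over all tested compounds plus 3 SD, cut at about 30% in these data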;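 also: rise in fluorescence read as greater calcium sensitivity of cardiac thin filaments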
CDK5 inh: inhibitors of human CDK5/p35 kinase | inhibition, % at 10 µM | hit rate 0.01% among 330,000 | Recombinant CDK5/p35, ADP-Glo luminescence, 60 min | Q00535+Q15078;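 active = highest replicate inhibition of at least 50% and at least 75% of replicates reaching 50%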;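 also: plate controls were DMSO neutral control for no effect and GW8510 at 10 µM for full effect; many of its hits are not listed in these tables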
SR-BI DiI-HDL act: SR-BI HDL lipid transfer activation; activation, % at 12.5 µM; hit rate 0.096% among 320,000; CHO ldlA[mSR-BI] cells, DiI-HDL uptake fluorescence, 3 h; 100 = double the neutral-control signal; AID 504775;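 active = mean replicate activation of at least 60% and every replicate at or above 60%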;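 also: 0% = median plate neutral-control signal and 100% = twice that signal; values of inactives mirror those of a sister screen read the other way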
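System: LDL receptor-deficient CHO ldlA cells overexpressing murine SR-BI | Timing: 3 h uptake period with compound, 37 °C | Medium: HEPES-buffered (25 mM, pH 7.4) F12 plus 0.5% BSA | Dosing: Single-point compound dose | Signal: Bottom-read fluorescence, 550/595 nm | Read-out: Retained DiI signal reflecting DiI-HDL uptake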
Starred values were filed as active, the others as inactive; . = not tested or not shown. Not a hit list. About 4.4% of those tested had a hit in this group.

SMILES | SR-BI HDL uptake | HTR5A ag ctr | Rtt109 Vps75 | MITF TRPM1 HTS | dFosB act | PvdQ acylase | Wnt act | RTF Ca sens act | CDK5 inh | SR-BI DiI-HDL act
COc1ccc(NC(=O)CN(C)C(=O)C2=COCCO2)cc1 | -6 | -2 | -1 | -6 | 0 | 3 | -2 | 11 | 1.0 | 6
CCN(CC)CCNC(=O)Cn1cnc2sc(C)c(S(=O)(=O)N3CCN(c4ncccn4)CC3)c2c1=O | 0 | -2 | 5 | 11 | -2 | 8 | -16 | -1 | -0.9 | 0
COc1ccccc1NC(=O)c1nn(C)c(C(=O)Nc2ccccc2OC)c1[N+](=O)[O-] | 17 | -2 | -5 | 17 | -20 | -4 | 0 | -2 | -0.6 | -17
Cc1cc(=O)oc(C)c1C(=O)NCCCN1C(C)CCCC1C (stereo not drawn) | -10 | 4 | -4 | 8 | -3 | -6 | . | 9 | -1.0 | 10
Cn1c(Cc2ccccc2)nnc1SCC(=O)Nc1ccccc1 | -12 | -1 | -9 | -2 | 2 | -11 | 1 | 1 | -0.1 | 12
COc1ccccc1OC(=O)C1CC(=O)N(c2ccc(Cl)cc2)C1 (stereo not drawn) | -3 | 7 | 4 | -3 | -7 | -10 | . | 0 | -1.6 | 3
COc1ccc(OC)c2[nH]c(C(=O)O)cc12 | 6 | 1 | 3 | -10 | -4 | 4 | -1 | 1 | -1.5 | -6
Oc1ccc2ccccc2c1C=NC12CN3CCN(CN(C3)C1)C2 | 5 | 1 | 10 | -3 | -5 | -9 | . | 2 | 2.2 | -5
CCOC(=O)c1ccc[n+](CC(=O)c2ccccc2)c1 | . | 2 | 5 | -1 | -7 | -5 | . | 4 | -0.3 | .
CNC(=O)NC(=O)CSc1nnc(C(F)(F)F)n1C | -11 | 0 | -6 | 2 | 2 | -12 | 2 | -3 | 1.6 | 11
NC(Cc1ccc2nonc2c1)C(=O)O (stereo not drawn) | -24 | 4 | -2 | -15 | 6 | 6 | 0 | -4 | -2.0 | 24
CC(=O)c1cccc(NC(=O)Nc2ccc3c(c2)CCC3)c1 | 17 | -2 | 0 | 97* | -8 | -9 | 19 | -4 | -0.2 | -17
COc1ccc(CNC(=O)CN2CCN(c3ccc(F)cc3)CC2)cc1 | 5 | 3 | 0 | 0 | -1 | -4 | 2 | -2 | 0.4 | -5
Cc1cccc(N2CCN(C(=S)Nc3ccc4nc(N5CCN(C)CC5)cc(C)c4c3)CC2C)c1 (stereo not drawn) | . | 1 | 26 | -48 | -6 | 7 | -1 | -1 | 1.0 | .
CCN(C(=O)C1CCCN1S(=O)(=O)c1cccc2nsnc12)c1ccccc1 (stereo not drawn) | -8 | 0 | 25 | 6 | -1 | 2 | 0 | 7 | 0.5 | 8
COc1ccc(C(CNC(=O)Cc2cccs2)N(C)C)cc1 (stereo not drawn) | -1 | 0 | 5 | -6 | -7 | -2 | 4 | -5 | -0.1 | 1
CCOCCCNC(=O)C(NC(=O)c1ccc2c(c1)OCO2)c1ccc(OC)cc1 (stereo not drawn) | -15 | -3 | -6 | 3 | -2 | -14 | . | 4 | -4.2 | 15
Cc1ccc(N(C(=O)C2CCCC2)C2C=CS(=O)(=O)C2)cc1C (stereo not drawn) | -35 | 9 | -1 | 11 | 1 | 1 | . | -3 | -1.2 | 35
Cc1ccc2[nH]c3nc(NN)nnc3c2c1 | -10 | -1 | 7 | -20 | 5 | 7 | -1 | -2 | 1.5 | 10
O=C(O)c1ccccc1NS(=O)(=O)c1ccc(NN=Cc2cccc(Cl)c2)c([N+](=O)[O-])c1 | -4 | -4 | 1 | 11 | 1 | -5 | -1 | -7 | -0.1 | 4
COc1cccc(CNC(=O)C(C(=O)NCc2cccc(OC)c2)c2ncc(C(F)(F)F)cc2Cl)c1 | 37 | -6 | 9 | -8 | -3 | 2 | -4 | -1 | 0.6 | -37
Cn1c2ccccc2c2nnc(SCC(=O)Nc3cccc(C(=O)O)c3)nc21 | -10 | -3 | 1 | . | -8 | -7 | 1 | 4 | 0.8 | 10
O=C(CNC(=O)N1CC(=O)Nc2ccccc21)NCCc1c[nH]c2ccccc12 | 6 | 15 | -2 | . | 1 | -4 | -1 | -1 | 2.7 | -6
Cc1nn(Cc2noc(C(=O)NCc3ccc4c(c3)OCO4)n2)c(C)c1Br | -6 | -2 | -13 | 9 | -10 | -10 | -4 | 3 | 1.3 | 6

One compound at a time, from the list above. Order of values: SR-BI HDL uptake	HTR5A ag ctr	Rtt109 Vps75	MITF TRPM1 HTS	dFosB act	PvdQ acylase	Wnt act	RTF Ca sens act	CDK5 inh	SR-BI DiI-HDL act
CCOCCCNC(=O)C(NC(=O)c1ccc2c(c1)OCO2)c1ccc(OC)cc1 (stereo not drawn) across the screens: -15	-3	-6	3	-2	-14	.	4	-4.2	15
COc1cccc(CNC(=O)C(C(=O)NCc2cccc(OC)c2)c2ncc(C(F)(F)F)cc2Cl)c1 across the screens: 37	-6	9	-8	-3	2	-4	-1	0.6	-37

(more compounds)
SMILES | SR-BI HDL uptake | HTR5A ag ctr | Rtt109 Vps75 | MITF TRPM1 HTS | dFosB act | PvdQ acylase | Wnt act | RTF Ca sens act | CDK5 inh | SR-BI DiI-HDL act
CSc1nc(O)c(C(c2ccc(OC(C)C)cc2)c2c(O)nc(SC)[nH]c2=O)c(=O)[nH]1 | -8 | -1 | -4 | 4 | -5 | -12 | -3 | 8 | 1.5 | 8
CC(=O)Nc1ccc(NC(=O)c2cc(=O)c3cc(C)c(C)cc3o2)cc1 | 72* | 3 | 0 | -5 | 4 | -3 | -1 | 5 | 1.3 | -72
C=CCn1c(SCC(=O)c2cccs2)nnc1-c1cccc(OC)c1 | 22 | 7 | 2 | 3 | 3 | 23 | . | -3 | 1.3 | -22
Cc1cnc(CNC(=O)c2ccc3oc(Cc4ccc(Cl)cc4)nc3c2)cn1 | 1 | -3 | 6 | 3 | -11 | 0 | -1 | -3 | -0.1 | -1
CC(C)(C)OC(=O)C[C@@H]1C/C=C\C[C@@H](CC(=O)N(CCO)Cc2ccccc2)C(=O)N[C@@H](c2ccccc2)COC1=O | -1 | -4 | 21 | 0 | -1 | 10 | -1 | -3 | -2.0 | 1
C=CCC(=O)N1CCCC(C(=O)c2ccc(Cl)cc2)C1 (stereo not drawn) | -13 | -4 | 15 | . | 2 | 7 | -2 | -1 | 0.9 | 13
CC(=O)n1nc(-c2cccnc2)nc1NCc1cccs1 | . | -1 | -3 | 2 | -4 | -19 | 2 | -1 | 0.1 | .
Cc1nn(Cc2c(Cl)cccc2Cl)c(C)c1NC(=O)c1cnn2c(C(F)F)cc(-c3ccccc3)nc12 | 21 | -4 | -14 | -9 | 11 | -15 | -5 | 0 | -3.4 | -21
C=CCn1c(CCC(O)COCCCCC)n[nH]c1=S (stereo not drawn) | -8 | 0 | 3 | -6 | -6 | -8 | 2 | 3 | -2.6 | 8
CC(=O)Nc1cccc(NC(=O)COc2ccc3c(c2)OCO3)c1 | . | -1 | -4 | 31 | 3 | 4 | 9 | -5 | 1.5 | .
O=C(COC(=O)c1ccc(S(=O)(=O)N2CCCC2)cc1)NCc1ccc(F)cc1 | 2 | -2 | 7 | -9 | 9 | 1 | -1 | 3 | 0.3 | -2
Oc1ccc(-c2n[nH]c(C(F)(F)F)c2-c2ccccc2)c(O)c1 | 20 | . | 21 | -8 | -4 | 9 | -1 | . | 0.9 | -20
Cc1nn(C(=O)c2nn(C)cc2[N+](=O)[O-])c(C)c1Br | -9 | 0 | 0 | 12 | -3 | 3 | -2 | -1 | -0.6 | 9
O=C(Cc1c(F)cccc1Cl)NC1=NCCS1 | 3 | 5 | . | 16 | -2 | -14 | 0 | 3 | -4.8 | -3
CCOC(=O)[C@H]1[C@H]2COc3ccc(Br)cc3[C@@H]2N2C(=O)CN(C)C(=O)[C@@]12C | -11 | -2 | -4 | 12 | -2 | 6 | -1 | 12 | -0.2 | 11
COc1ccccc1CN1CCNC(=O)C1CC(=O)NCCCN1CCCC1=O (stereo not drawn) | 1 | -2 | 24 | -12 | -4 | 3 | -2 | -1 | -0.2 | -1
CC(C)Sc1nc2c(c(=O)n1C)SC(C)C2 (stereo not drawn) | -183 | 9 | -3 | 8 | -3 | -11 | -19 | -2 | 1.8 | 183*
CC(C)NC(=O)Nc1ccc2c(c1)C(=O)N([C@@H](C)CO)C[C@@H](C)[C@@H](CN(C)S(=O)(=O)c1ccc(F)cc1)O2 | 6 | -3 | 8 | -11 | 1 | 7 | -4 | 3 | -1.4 | -6
Cc1cc(NC(=O)CN2C(=O)NC3(CCCCC3)C2=O)no1 | -23 | -2 | -13 | -5 | -10 | -15 | 3 | 1 | -0.2 | 23
CSc1ccc(/C=C/C(=O)OCC(=O)N2CCN(c3ccccc3)CC2)cc1 | 31 | -4 | -4 | -8 | 4 | 0 | -3 | 1 | 1.3 | -31
CCC(C)c1ccc(OCC(=O)Nc2cccc(C(=O)Nc3ccc(C(=O)O)cc3)c2)cc1 (stereo not drawn) | 0 | 6 | 3 | 42 | -5 | -7 | 20 | -3 | -0.5 | 0
CCN(C[C@H]1N[C@@](Cc2ccccc2)(C(=O)OC)[C@H]2C(=O)N(C)C(=O)[C@@H]12)S(=O)(=O)c1ccc(C(C)(C)C)cc1 | 12 | -1 | 4 | 0 | -11 | -8 | -3 | 1 | -0.6 | -12
COc1ccc(OC)c(NC(=O)C2CCC(CNc3c(N4CCOCC4)c(=O)c3=O)CC2)c1 (stereo not drawn) | . | 11 | . | -5 | 0 | 6 | 0 | 2 | 1.8 | .
O=C(NCc1ccc2c(c1)OCO2)c1cccc(S(=O)(=O)N2CCCC2)c1 | 4 | -1 | 10 | -8 | 3 | 0 | -1 | -2 | -1.2 | -4
O=c1c2c3c(sc2n(CCN2CCCCC2)c(=O)n1Cc1ccco1)CCCCC3 | 6 | -2 | 5 | 2 | -12 | -5 | . | 4 | 0.2 | -6
CN(CCC1CCOCC1)C(=O)CC1C(=O)NCCN1C/C=C/c1ccccc1 (stereo not drawn) | -17 | 3 | -10 | 5 | -2 | -5 | -2 | 1 | -0.1 | 17
CCOc1ccc(S(=O)(=O)N2CC(=O)Nc3ccccc32)cc1 | -8 | -1 | 0 | . | 3 | -10 | -1 | 0 | -1.0 | 8
CCOC(=O)Cc1csc(NC(=O)CSc2ncnc3c2cnn3-c2ccc(OC)cc2)n1 | . | 4 | -2 | 15 | -3 | -6 | . | -1 | -0.5 | .
CCn1c(O)c(C=NCc2cccs2)c(=O)n(CC)c1=S | 20 | -1 | 12 | -14 | -10 | -1 | -4 | 7 | 2.1 | -20
COC(=O)CNC(=O)C(Cc1c[nH]c2ccccc12)NC(=O)OC(C)(C)C (stereo not drawn) | -23 | -1 | -16 | -11 | -8 | -8 | . | 0 | -3.2 | 23
Cn1cccc1/C=C1\SC(=Nc2cccc(O)c2)NC1=O | . | 1 | 18 | 62 | -19 | -11 | 29 | 2 | -0.5 | .
COC(=O)C1=C(C)NC(C)=C(C(=O)OC)C1C(=O)OCC(=O)Nc1ccc(C(C)=O)cc1 | 5 | 5 | -4 | 10 | -1 | 3 | -1 | 3 | -0.7 | -5
O=c1[nH]nc(-c2ccc(OCc3ccc(Cl)cc3Cl)cc2)o1 | -26 | -3 | 8 | 14 | -6 | 0 | 2 | -7 | 0.4 | 26

Source: PubChem
